PG9 binder = small molecules binding HIV-1 gp120 antibody PG9; TR-FRET gp120-PG9 antibody binding; inhibition, % at 6.7 µM; actives 0.43% (n = 360,000); in the data active means inhibition above about 8.5%
MBD2 inh = MBD2-methylated oligo binding inhibition | Q9UBB5 | inhibition, % at 4.4 µM | TR-FRET, MBD2 binding to methylated oligonucleotide | actives 0.31% (n = 370,000); in the data active means inhibition above about 13%
ABHD4 inh = ABHD4 (mouse) inhibition, primary FP screen. Q8VD66. purified mABHD4, FP-Rh probe fluorescence polarization. inhibition, % at 8.92 µM. actives 0.54% (n = 370,000). AID 720543;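 active means inhibition exceeding the mean over every tested compound plus 3 SD, cut at about 30% in these data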;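 further: 0% = plate median of compound wells and 100% = S159A mutant with DMSO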
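Assay system: Wild-type mouse ABHD4 protein | Medium: HEPES pH 7.0 buffer, 150 mM NaCl, 0.01% Pluronic F-127 | Incubation: Enzyme–compound pre-incubation 45 min, then probe 60 min, both 25 °C | Technique: Fluorescence polarization with parallel and perpendicular emission, 525/598 nm | Evaluation: % inhibition of FP-Rh probe binding versus controls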
NR1D1 modulator = Rev-erb alpha (human) modulation; actives 0.79% (n = 370,000); Rev-erbα–FITC-DNA binding, fluorescence polarization, 90 min; P20393; AID 1259318; activity, % at 10 µM;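 active means activity above about 14%, limit read from the data; passing the limit was not always enough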;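 further: 0% = DMSO wells with 35 nM protein and 100% = DMSO wells with 750 nM protein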
Target sequence (P20393 whole entry, looked up): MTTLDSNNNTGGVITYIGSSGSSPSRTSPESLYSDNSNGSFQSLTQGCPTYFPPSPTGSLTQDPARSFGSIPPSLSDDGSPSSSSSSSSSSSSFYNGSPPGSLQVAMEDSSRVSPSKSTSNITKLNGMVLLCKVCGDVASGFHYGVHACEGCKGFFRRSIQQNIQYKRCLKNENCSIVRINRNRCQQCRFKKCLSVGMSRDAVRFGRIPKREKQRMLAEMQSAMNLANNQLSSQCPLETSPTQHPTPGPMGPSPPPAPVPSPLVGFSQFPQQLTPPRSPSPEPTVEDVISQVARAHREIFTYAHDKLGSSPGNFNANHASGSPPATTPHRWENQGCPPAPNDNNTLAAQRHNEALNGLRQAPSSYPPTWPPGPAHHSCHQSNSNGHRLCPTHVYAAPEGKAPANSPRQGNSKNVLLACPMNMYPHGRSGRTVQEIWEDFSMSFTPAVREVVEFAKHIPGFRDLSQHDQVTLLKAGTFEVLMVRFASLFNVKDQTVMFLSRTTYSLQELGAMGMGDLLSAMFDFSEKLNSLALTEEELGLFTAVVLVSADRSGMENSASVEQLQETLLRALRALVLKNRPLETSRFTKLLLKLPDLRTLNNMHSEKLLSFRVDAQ
PRMT1 inh = blocks human protein arginine methyltransferase 1. recombinant PRMT1, activity-based probe fluorescence polarization. inhibition, % at 2.79 µM. actives 1.3% (n = 370,000). AID 652257;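 active means inhibition above about 21% made by adding two undisclosed values, limit read from the data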
rCAG RNA binder = molecules binding r(CAG) RNA repeats. r(CAG) RNA repeat, TO-PRO-1 dye displacement fluorescence. inhibition, % at 3 µM. actives 1.3% (n = 370,000);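 active means inhibition above the plate cutoff, the mean of all test compounds on that plate plus 3 SD, cut at about 35% in these data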;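 further: 0% = DMSO alone and 100% = 100 µM mitoxantrone as full dye displacement; higher means more dye released from RNA so lower well fluorescence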
HTRA1 inh = blocks human HTRA1 serine peptidase | recombinant HTRA1, FP-rhodamine activity-based probe, fluorescence polarization | actives 0.5% (n = 340,000) | inhibition, % at 5.96 µM; in the data active means inhibition above about 36%;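 further: 0% = enzyme with DMSO and 100% = wells lacking enzyme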
LEDGF integ inh = blocks HIV-1 LEDGF/p75-dependent DNA integration; TR-FRET IN-LEDGF/p75 DNA integration, Eu/Cy5; actives 0.64% (n = 370,000); inhibition, % at 3.7 µM; AID 743269;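 active means inhibition above the screen-wide mean plus 3 SD, cut at about 13% in these data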;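 further: signal is the Cy5 over europium emission ratio at 671 and 618 nm; 0% = plate median of compound wells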
TCR CD3 inh = human TCR-CD3 binding inhibition. inhibition, % at 9.4 µM. TAMRA-labeled TCR probe fluorescence, biochemical. AID 651800. actives 0.37% (n = 360,000); in the data active means inhibition above about 19%;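 further: recombinant mutant TCR 2C K166C tagged with TAMRA read by polarization; 0% = receptor in buffer alone and 100% = receptor with positive control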
UHRF1 MBD2 ctr = UHRF1 methyl-DNA binding inhibition. Q96T88. UHRF1 binding to methylated oligo, TR-FRET. inhibition, % at 4.4 µM. actives 0.75% (n = 370,000); in the data active means inhibition above about 21%;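 further: UHRF1 SRA domain binding a hemimethylated CpG hairpin DNA probe; 0% = median of test compound wells and 100% = reference inhibitor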
* hit, by the source's call; nt = not tested or not shown. An excerpt; rates above refer to the full screens.

SMILES	PG9 binder	MBD2 inh	ABHD4 inh	NR1D1 modulator	PRMT1 inh	rCAG RNA binder	HTRA1 inh	LEDGF integ inh	TCR CD3 inh	UHRF1 MBD2 ctr
CCOC(=O)c1c(C)n(C)c2ccc(OC(=O)c3ccco3)cc12	0.5	5	7	-5	0	-5	8	1	-6	2
CCOC(=O)N1CCC(NC(=O)C2CCN(S(=O)(=O)c3cccs3)CC2)CC1	-1.9	-5	6	-3	0	0	0	1	3	-1
CCOCCCNC(=O)C(NC(=O)c1ccc2c(c1)OCO2)c1ccc(Cl)cc1 (configuration not stated)	-1.6	4	-8	-2	0	-4	0	2	-5	3
O=C(c1ccccc1)N(C(=O)c1ccccc1)N1CCCC1	-0.4	9	1	-5	3	-2	0	-1	12	2
Cc1cccc(-c2n[nH]c(S(C)(=O)=O)c2C#N)c1	0.6	3	-6	-6	-2	2	5	-1	2	-3
CCCC(=O)n1nc(-c2ccc(Cl)cc2)nc1SC	-0.7	6	0	-4	1	-1	-5	4	-1	1
O=[N+]([O-])c1ccccc1/C=N/NC1=NCCCCC1	-1.1	-8	-5	1	-1	-3	-1	4	6	-6
COc1ccc(-c2cc(-c3nnc(SCC(=O)N4CCOCC4)n3N)[nH]n2)cc1	nt	-3	1	4	-3	1	nt	1	nt	-1
Cc1ccccc1Cn1ccc(NC(=O)c2nn(C)cc2[N+](=O)[O-])n1	-1.4	-3	-4	-3	-1	-3	3	-1	2	0
NNC(=O)CNC(c1ccccc1)c1cc(Cl)ccc1NC(=O)c1ccccc1 (configuration not stated)	0.1	0	-10	4	-3	1	-71	-4	-6	0
CCC(c1nc2ccccc2[nH]1)n1c(C)nc2ccccc21 (configuration not stated)	0.2	1	-2	-1	-4	2	nt	-1	7	-2
Cc1ccc(-c2cccc(C(=O)NCc3ccccc3)n2)c2ccccc12	1.0	0	-24	7	-3	-1	-71	1	1	2
O=c1c2ccccc2nnn1COc1ccc(Cl)cc1Br	-1.9	-2	0	-7	2	-1	4	0	-9	-3
CCOC(=O)c1ccc(NC(=O)CSc2nc(=O)n(CCN3CCOCC3)c3c2CCC3)cc1	0.4	-5	1	-3	1	-6	-4	2	4	0
Cn1c(=NC(=O)COc2ccccc2)sc2ccccc21	-1.1	0	0	6	-3	-1	5	-2	3	-1

Entries of single compounds, quoted from the list. Order of values: PG9 binder, MBD2 inh, ABHD4 inh, NR1D1 modulator, PRMT1 inh, rCAG RNA binder, HTRA1 inh, LEDGF integ inh, TCR CD3 inh, UHRF1 MBD2 ctr
CCCC(=O)n1nc(-c2ccc(Cl)cc2)nc1SC reads -0.7, 6, 0, -4, 1, -1, -5, 4, -1, 1
CCOCCCNC(=O)C(NC(=O)c1ccc2c(c1)OCO2)c1ccc(Cl)cc1 (configuration not stated) reads -1.6, 4, -8, -2, 0, -4, 0, 2, -5, 3
Cc1ccc(-c2cccc(C(=O)NCc3ccccc3)n2)c2ccccc12 reads 1.0, 0, -24, 7, -3, -1, -71, 1, 1, 2
CCOC(=O)N1CCC(NC(=O)C2CCN(S(=O)(=O)c3cccs3)CC2)CC1 reads -1.9, -5, 6, -3, 0, 0, 0, 1, 3, -1
O=c1c2ccccc2nnn1COc1ccc(Cl)cc1Br reads -1.9, -2, 0, -7, 2, -1, 4, 0, -9, -3

3 records picked at random from the list so far, as already listed:
SMILES	PG9 binder	MBD2 inh	ABHD4 inh	NR1D1 modulator	PRMT1 inh	rCAG RNA binder	HTRA1 inh	LEDGF integ inh	TCR CD3 inh	UHRF1 MBD2 ctr
CCC(c1nc2ccccc2[nH]1)n1c(C)nc2ccccc21 (configuration not stated)	0.2	1	-2	-1	-4	2	nt	-1	7	-2
NNC(=O)CNC(c1ccccc1)c1cc(Cl)ccc1NC(=O)c1ccccc1 (configuration not stated)	0.1	0	-10	4	-3	1	-71	-4	-6	0
COc1ccc(-c2cc(-c3nnc(SCC(=O)N4CCOCC4)n3N)[nH]n2)cc1	nt	-3	1	4	-3	1	nt	1	nt	-1

More records:
SMILES	PG9 binder	MBD2 inh	ABHD4 inh	NR1D1 modulator	PRMT1 inh	rCAG RNA binder	HTRA1 inh	LEDGF integ inh	TCR CD3 inh	UHRF1 MBD2 ctr
Cc1ccc(C)c(NC(=O)c2cc3c([nH]c4ccccc43)c(C)n2)c1	0.1	-1	-6	21	0	1	-8	-1	8	-3
Cc1cc(C)n(-c2ccccc2C#N)n1	-0.7	3	2	-2	-1	-5	1	-3	-4	-1
O=C(NCc1ccc(F)cc1)OC1CC2CC1[C@H]1CCCCN1C2=O (some centres not stated)	-0.4	8	-8	4	6	1	nt	-3	-7	5
Cc1cc(C)nc(N2CCCC(C(=O)Nc3ccc4c(c3)OCO4)C2)n1 (configuration not stated)	0.0	3	-3	0	0	-2	-10	3	-1	3
O=C(CN1C(=O)C2CCCCC2C1=O)Nc1ccc(S(=O)(=O)Nc2ncccn2)cc1 (configuration not stated)	-0.9	5	2	0	-2	0	-3	-1	4	1
O=C(O)C1C2C=CC(O2)C1C(=O)Nc1ccccc1C(F)(F)F (configuration not stated)	1.0	-1	-1	7	85*	4	-1	2	2	-2
Cc1ccc(NC(=O)CS(=O)CC(=O)Nc2ccc(N3CCOCC3)cc2)cc1Cl (configuration not stated)	-0.8	12	-4	-12	-1	10	7	1	0	6
CCCCN(CCCC)CCCNC(=O)Cn1cc(C)c(=O)[nH]c1=O	-1.4	1	4	-2	-2	-2	nt	0	-6	-1
CC(C)(C)OC(=O)N1CCN(C(=O)c2nc[nH]c2C(=O)N2CCN(c3ccccc3)CC2)CC1	-1.6	5	-2	-3	2	-7	-1	2	-2	10
Cc1cc(C)n2nc(-c3ccc(Br)cc3)cc2n1	-2.0	-1	-6	27*	-3	3	-16	6	-9	3
CCCCc1nc2n[nH]c(N)c2c2c1CCCC2	-1.9	3	-2	-4	1	1	2	1	2	0
Cc1c(OC(C)C(=O)NCc2ccncc2)ccc2c3c(c(=O)oc12)CCCC3 (configuration not stated)	-0.3	-5	-4	5	-8	-3	0	3	-1	-3
COc1ccccc1CNc1n[nH]c(NCc2ccccc2OC)n1	-3.2	1	-3	-3	0	-7	6	0	6	2
CC(C)=CCN1CCN(Cc2c(C)nn(C)c2Cl)CC1CCO (configuration not stated)	0.6	-4	2	6	-4	0	8	3	9	2
CCN(CC)S(=O)(=O)c1cccc(-c2nnc(SCc3ncc(-c4ccccc4)o3)n2C)c1	0.9	-4	5	-9	-1	-5	-4	2	1	-1
Cc1ccc(C(=O)N2CCN(c3ccc(NC(=O)c4cccnc4)cc3)CC2)cc1	-0.6	0	-11	10	0	-9	-1	-3	6	-3
COc1cc2c(cc1OC)C(c1cccs1)N(C(=O)c1ccncc1)CC2 (configuration not stated)	-3.2	-6	4	1	-3	-5	-2	0	6	-5
CCCOCC(O)CCc1n[nH]c(=S)n1-c1ccccc1 (configuration not stated)	1.7	-4	-4	-2	3	0	8	1	-2	0
COc1ccc(NC(=O)CSc2nc(C3CC3)nc3ccccc23)c(OC)c1	1.0	-4	3	-2	-1	19	-16	-1	0	-1
Cc1ccccc1CS(=O)(=O)CCC(=O)N1CCN(c2ccc(N3CCOCC3)nn2)CC1	-1.0	5	6	0	2	-4	1	-3	4	-2
O=C(CCc1ccccc1)Nc1ccc(N2CCOCC2)cc1	0.3	4	9	-5	-1	-4	4	-3	3	1
Cc1nc(NCCOc2ccccc2)sc1C(=O)Nc1ccccc1	-2.1	4	-10	4	0	2	-43	7	7	6
O=C(CN1CCN(S(=O)(=O)c2ccccc2)CC1)Nc1ccc([N+](=O)[O-])cc1	-0.8	1	-1	-2	0	2	2	1	-2	4
CNCc1cn2cc(Cl)ccc2n1	0.5	0	3	0	3	-2	1	-6	-5	-4
CC(=O)O[C@H]1CC[C@@]2(C)C(CCC3C2CC[C@]2(C)OC(=O)CCC32)C1 (some centres not stated)	0.1	8	-14	3	-1	-1	-8	1	-1	5
CCOC(=O)c1c(NCC2CCCO2)c2ccccc2[nH]c1=O (configuration not stated)	-1.0	-1	3	-1	-2	0	4	1	-1	1
O=C1c2ccccc2C(=O)N1C(CO)C(O)c1ccc([N+](=O)[O-])cc1 (configuration not stated)	-1.0	4	-2	-3	0	4	6	2	2	-1
N#Cc1ccc2nc(-c3ccc(CN4CCC(c5nc6ccccc6[nH]5)CC4)cc3)c(-c3ccccc3)nc2c1	-1.7	-5	1	-8	-7	13	nt	3	3	-2
O=C(Cc1ccccc1)Nc1ccc(N2CCOCC2)cc1N1CCOCC1	1.2	-3	5	-1	-2	-1	1	1	4	3
CC(C)c1ccccc1NC(=O)Nc1nnc([C@H]2C[C@H](O)[C@@H](CO)O2)s1	1.7	0	-9	10	2	2	nt	-2	-3	-3

Screening results: PubChem BioAssay, several laboratories
